# GLS inhibitor: glutaminase GLS (human) inhibition | O94925 | AID 624170 | Potency, µM (titrated, usually from 45.5 µM), for the others: at the highest dose activity change, negative = inhibition, hits mostly inhibitors | GLS enzymatic activity, qHTS titration | 0.21% of 410,000 active
#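 Human kidney-isoform GLS in 45 mM KH2PO4 pH 8.2, 0.02% Tween-20, with compound, started with 1mM L-Glutamine (added stock). Glutamate oxidase/HRP/Amplex red coupled fluorescence read at start and after 30 min at RT.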
# RGS4 inh: human RGS4 inhibition; Transcreener GDP fluorescence polarization, RGS4-accelerated GTP hydrolysis; Potency, µM (doses to about 114 µM), without a hit: at the highest dose activity change, negative = inhibition, hits mostly inhibitors; 0.039% of 390,000 active; AID 504845; note: nearly all actives have a fitted effect of over 75% in size; some results filed as inactive show a strong effect at the top dose
# Target sequence (P49798 whole entry, looked up): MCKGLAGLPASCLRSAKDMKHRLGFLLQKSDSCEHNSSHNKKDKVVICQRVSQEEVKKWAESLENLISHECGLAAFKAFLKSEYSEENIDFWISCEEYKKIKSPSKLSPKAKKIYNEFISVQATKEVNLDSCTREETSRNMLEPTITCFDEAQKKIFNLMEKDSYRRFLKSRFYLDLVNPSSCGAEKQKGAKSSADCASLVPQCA
#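 MLSMR compounds (23 nl, pin-transferred) preincubated 10 min at room temperature with a 500nM (2x) first reagent, then RGS4 at 900nM (2x) plus Transcreener GDP mix added; fluorescence polarization (620/688 nm) read before and after 90 min at 30 °C.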
# TrxR1 inh: rat TrxR1 inhibition | Potency, µM (doses to about 114 µM), for inactives: at the highest dose activity change, negative = inhibition, hits mostly inhibitors | 1% of 390,000 active | O89049 | recombinant rTrxR1, NADPH fluorescence consumption, selenite substrate; note: nearly all actives have a fitted effect of over 65% in size
# Target sequence (O89049 whole entry, looked up): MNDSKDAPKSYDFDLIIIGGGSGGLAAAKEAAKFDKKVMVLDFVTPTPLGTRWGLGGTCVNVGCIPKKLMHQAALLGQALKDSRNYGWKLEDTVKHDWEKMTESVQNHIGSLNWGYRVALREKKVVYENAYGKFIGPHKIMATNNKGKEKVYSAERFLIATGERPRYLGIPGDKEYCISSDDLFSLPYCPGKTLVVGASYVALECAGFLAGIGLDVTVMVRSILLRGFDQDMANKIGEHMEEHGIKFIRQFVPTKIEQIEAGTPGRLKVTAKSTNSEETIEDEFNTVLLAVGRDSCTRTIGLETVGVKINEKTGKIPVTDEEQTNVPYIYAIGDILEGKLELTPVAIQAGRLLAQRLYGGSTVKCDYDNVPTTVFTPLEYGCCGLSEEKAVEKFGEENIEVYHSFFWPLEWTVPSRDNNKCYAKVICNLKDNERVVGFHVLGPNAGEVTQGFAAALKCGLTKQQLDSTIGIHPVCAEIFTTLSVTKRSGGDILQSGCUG
#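 Rat TrxR1 (90 nM in the dispensed reagent) was pre-reduced with 400 uM NADPH for 5 min at room temperature, then incubated with compound for 15 min. After 400 uM selenite was added, NADPH fluorescence (Ex 340/Em 450 nm) was followed for 8 min.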
# Numbers without * were called inactive; i = inactive; ? = inconclusive; · = not tested or not shown; [ ] = another dose, or the depositor's remark. Calls come from the whole dose curve; as a rule, active = well fitted curve in the direction sought with a large enough effect; inconclusive = small, poorly fitted or top-dose-only effect, or another doubt; inactive = no such curve, though single readings can be large; an effect the other way counts as inactive or inconclusive. % is set by controls: 0 for no effect and ±100 for the full control effect; potency is the fitted concentration of half-maximal effect. Not all compounds are listed; count on the stated rates, not on these rows.
SMILES,GLS inhibitor,RGS4 inh,TrxR1 inh
CO/C1=C\C(C)=C\[C@@H](C)[C@@H](O)[C@H](C)C/C(C)=C/C=C/[C@H](OC)[C@H]([C@@H](C)[C@@H](O)[C@H](C)[C@H]2C[C@@H](O)[C@H](C)[C@@H](C(C)C)O2)OC1=O,·,?,·
C=C[C@H]1CN2CCC1C[C@@H]2C(O)c1ccnc2ccccc12 (stereo partly drawn),·,5%[56.9 µM],·
CN1C[C@@H](C(=O)N[C@@]2(C)O[C@]3(O)C4CCCN4C(=O)[C@@H](Cc4ccccc4)N3C2=O)C=C2c3cccc4[nH]cc(c34)C[C@@H]21 (stereo partly drawn),·,85%[activator][56.9 µM],·
CN[C@@H]1C[C@H]2O[C@@](C)([C@@H]1OC)n1c3ccccc3c3c4c(c5c6ccccc6n2c5c31)C(=O)NC4,·,?,·
CC1(C)S[C@H]2[C@@H](N)C(=O)N2[C@H]1C(=O)O,·,i,·
C[C@@H]1O[C@@H](O[C@H]2C[C@@H](O)[C@]3(CO)[C@H]4[C@H](O)C[C@]5(C)[C@@H]([C@@H]6COC(=O)C6)CC[C@]5(O)[C@@H]4CC[C@]3(O)C2)[C@H](O)[C@H](O)[C@H]1O,·,·,0%
C=C1C/C(=C/C)C(=O)O[C@@H]2CCN3CC=C(COC(=O)[C@]1(C)O)[C@@H]23,·,·,-22%
CCCN1CCC[C@@H](c2cccc(C#N)c2)C1,·,·,3%
c1ccc(CCN2CCCCC2)cc1,·,·,12%
CC1Cc2ccccc2CN1 (stereo not drawn),·,·,34%
CN=C1CN=C(c2ccc[nH]2)c2cc(Cl)ccc2N1,·,·,-2%
CN1C2CCC1CC(NC(=O)c1nn(C)c3ccccc13)C2 (stereo not drawn),·,·,15%[57.1 µM]
CN1C[C@H](C(=O)N[C@]2(C)O[C@@]3(O)C4CCCN4C(=O)[C@H](Cc4ccccc4)N3C2=O)C[C@@H]2c3cccc4[nH]cc(c34)C[C@H]21 (stereo partly drawn),·,·,?
O=c1[nH]/c(=C\c2ccc(N(CCCl)CCCl)cc2)c(=O)[nH]/c1=C\c1ccc(N(CCCl)CCCl)cc1,·,·,20%
O=C(O)C1C2CCC(O2)C1C(=O)O (stereo not drawn),·,·,-2%
CC1Cc2cc3c(cc2C(c2ccc(N)cc2)=NN1)OCO3 (stereo not drawn),·,·,?
Cc1cc(/C=C/c2cccc3sc(C)[n+](CCCCI)c23)ccc1N(CCCl)CCCl,·,·,16µM*
c1ccc(CCN2CCOCC2)cc1,·,·,2%
NCC#Cc1ccccc1,·,·,2%
NC(=O)C1=CN(C2OC(COP(=O)(O)OP(=O)(O)OC[C@H]3O[C@@H](n4cnc5c(N)ncnc54)[C@H](OP(=O)(O)O)[C@H]3O)C(O)C2O)C=CC1 (stereo partly drawn),·,·,3%[57.1 µM]

# Six records picked at random from the list so far:
SMILES,GLS inhibitor,RGS4 inh,TrxR1 inh
C[C@@H]1O[C@@H](O[C@H]2C[C@@H](O)[C@]3(CO)[C@H]4[C@H](O)C[C@]5(C)[C@@H]([C@@H]6COC(=O)C6)CC[C@]5(O)[C@@H]4CC[C@]3(O)C2)[C@H](O)[C@H](O)[C@H]1O,·,·,0%
c1ccc(CCN2CCOCC2)cc1,·,·,2%
CC1Cc2cc3c(cc2C(c2ccc(N)cc2)=NN1)OCO3 (stereo not drawn),·,·,?
CN1C2CCC1CC(NC(=O)c1nn(C)c3ccccc13)C2 (stereo not drawn),·,·,15%[57.1 µM]
NC(=O)C1=CN(C2OC(COP(=O)(O)OP(=O)(O)OC[C@H]3O[C@@H](n4cnc5c(N)ncnc54)[C@H](OP(=O)(O)O)[C@H]3O)C(O)C2O)C=CC1 (stereo partly drawn),·,·,3%[57.1 µM]
O=C(O)C1C2CCC(O2)C1C(=O)O (stereo not drawn),·,·,-2%

# Back to the main list; the two compounds before the break are reprinted first.
SMILES,GLS inhibitor,RGS4 inh,TrxR1 inh
NCC#Cc1ccccc1,·,·,2%
NC(=O)C1=CN(C2OC(COP(=O)(O)OP(=O)(O)OC[C@H]3O[C@@H](n4cnc5c(N)ncnc54)[C@H](OP(=O)(O)O)[C@H]3O)C(O)C2O)C=CC1 (stereo partly drawn),·,·,3%[57.1 µM]
Cc1cc(/C=C/c2ccnc3ccccc23)ccc1N(CCCl)CCCl,·,·,-33%
O=C(CN1CCCCC1)c1ccccc1,·,·,17%
OCC(O)[C@H]1O[C@@H]2O[C@H](C(Cl)(Cl)Cl)O[C@@H]2[C@H]1O (stereo partly drawn),1%,·,·
C[N+]1([O-])[C@@H]2CC(OC(=O)[C@@H](CO)c3ccccc3)C[C@@H]1[C@H]1O[C@H]12 (stereo partly drawn),0%,·,·
CCN(CC)CCN1C(=O)CN=C(c2ccccc2F)c2cc(Cl)ccc21,-10%,·,·
CCN(Cc1ccc(Cl)nc1)/C(=C/[N+](=O)[O-])NC,6%,·,·
CN[C@H](C)Cc1ccccc1,-6%[99.4 µM],·,·
C=CCC1(C(C)CCC)C(=O)NC(=O)NC1=O (stereo not drawn),-12%[99.4 µM],·,·
CC(C)[C@@]1(NC(=O)[C@H]2C[C@H]3c4cccc5[nH]cc(c45)C[C@@H]3N(C)C2)O[C@]2(O)[C@H]3CCCN3C(=O)CN2C1=O (tested in a mixture with another compound),8%,·,·
C[C@@]12CCC(=O)C=C1C=C[C@H]1[C@H]3CC[C@](O)(CCC(=O)O)[C@]3(C)CC[C@@H]12,-12%[20 µM],·,·
CN(Cc1cccc(-c2ccncc2)c1)C(=O)Oc1ccccc1Cc1ccccc1,4%,·,·
CCNC(C)Cc1ccc2c(c1)OCO2 (stereo not drawn),-1%[99.4 µM],·,·
CCC(=O)O[C@@](Cc1ccccc1)(c1ccccc1)[C@@H](C)CN(C)C,-14%[20 µM],·,·
NCC[C@H](O)C(=O)N[C@H]1C[C@@H](N)[C@@H](O[C@H]2O[C@@H](CN)[C@@H](O)[C@@H](O)[C@@H]2N)[C@@H](O[C@H]2O[C@@H](CO)[C@@H](O)[C@@H]2O)[C@@H]1O,5%[20 µM],·,·
NCc1cccnc1,2%,·,·
C[C@@]12CC[C@H]3[C@@H](CC[C@@H]4C[C@H]5S[C@H]5C[C@]43C)[C@H]1CC[C@H]2O,-2%[20 µM],·,·
CC(=O)OC1CC(OC2C(O)CC(OC3C(O)CC(O[C@H]4CC[C@]5(C)C6CC[C@]7(C)[C@@H](C8=CC(=O)OC8)[C@@H](O)C[C@]7(O)[C@@H]6CC[C@@H]5C4)OC3C)OC2C)OC(C)C1OC1OC(CO)C(O)C(O)C1O (stereo partly drawn),-4%,·,·
CC(=O)O[C@H]1C[C@H](O[C@H]2[C@@H](O)CC(O[C@H]3[C@@H](O)C[C@H](O[C@H]4CC[C@@]5(C)[C@H](CC[C@@H]6[C@@H]5CC[C@]5(C)[C@@H](C7=CC(=O)OC7)CC[C@]65O)C4)O[C@@H]3C)O[C@@H]2C)O[C@H](C)[C@H]1O[C@@H]1O[C@H](CO)[C@@H](O)[C@H](O)[C@H]1O (stereo partly drawn),0%,·,·
CCC(N)CCc1c[nH]c2ccccc12 (stereo not drawn),52%[activator][99.4 µM],·,·
Cc1nnc2n1-c1sc(Br)cc1C(c1ccccc1Cl)=NC2,-5%,·,·
C[C@H](NC(C)(C)C)C(=O)c1cccc(Cl)c1,2%,·,·
O=C1CN=C(c2ccccc2)c2cc(Cl)ccc2N1CC1CC1,1%,·,·
CC(C)C1CN1CC(O)Cn1ccnc1[N+](=O)[O-] (stereo not drawn),-9%,·,·
O=[N+]([O-])c1ccccc1,6%,·,·
CC1(C)CC/C(=C\c2ccc(Cl)cc2)C1(O)Cn1cncn1 (stereo not drawn),2%[99.4 µM],·,·
CC(C)NC(C)C,2%,·,·
S=C(S)N1CCNCC1,5%,·,·
COc1ccc(OC)c(C[C@H](C)N)c1,-5%[99.4 µM],·,·
COc1ccc(OC)c(CC(C)N)c1 (stereo not drawn),4%[99.4 µM],·,·
Cc1nnc2n1-c1ccc(Cl)cc1C(c1ccccc1)=NC2,-4%,·,·
O=c1oc2ccccc2c(O)c1Cc1c(O)c2ccccc2oc1=O,-4%[20 µM],·,·
COc1cc(CC(C)N)c(OC)cc1C (stereo not drawn),-2%[99.4 µM],·,·
O=C1OC(c2ccc(O)c(S(=O)(=O)O)c2)(c2ccc(O)c(S(=O)(=O)O)c2)c2c(Br)c(Br)c(Br)c(Br)c21,49%[activator],·,·
Cc1c(N)nc([C@@H](CC(N)=O)NC[C@H](N)C(N)=O)nc1C(=O)N[C@H](C(=O)N[C@H](C)[C@H](O)[C@H](C)C(=O)N[C@@H](C(=O)NCCc1nc(-c2nc(C(=O)NCCC[S+](C)C)cs2)cs1)[C@H](C)O)[C@H](O[C@@H]1O[C@@H](CO)[C@@H](O)[C@H](O)[C@@H]1O[C@H]1O[C@H](CO)[C@H](O)[C@H](OC(N)=O)[C@@H]1O)c1cnc[nH]1,2%,·,·
CCOC(=O)[C@]12Cc3cc(Cl)ccc3[C@H]1N(CC(=O)OC)C(=O)c1ccccc12,-2%,·,·
CCOC(=O)/C=C(C)/C=C/CC(C)CCCC(C)C (stereo not drawn),1%,·,·
CCON=O,5%,·,·
CCOC(=O)[C@]12Cc3cc(Cl)ccc3[C@H]1N(C1CCCCC1)C(=O)c1ccccc12,32%[activator],·,·
O=C(NN=Cc1ccc(O)c(O)c1)c1ccccc1,?,·,·
CN(C)[C@@H]1C(=O)C(C(N)=O)=C(O)[C@]2(O)C(=O)C3=C(O)c4c(O)ccc(Cl)c4[C@](C)(O)[C@H]3C[C@@H]12,-1%[20 µM],·,·
CCc1cc2c(s1)-n1c(C)nnc1CN=C2c1ccccc1Cl,-3%,·,·
CC(=O)OO,-14%,·,·
C[C@]12CC[C@@H]3c4ccc(OC(=O)N(CCCl)CCCl)cc4CC[C@H]3[C@@H]1CC[C@@H]2O,?,·,·
CC(=O)[C@@]1(O)CC[C@@H]2[C@@H]3CCC4=CC(=O)CC[C@]4(C)[C@]3(F)[C@@H](O)C[C@@]21C,1%,·,·
CC(Cc1ccccc1)NCCn1cnc2c1c(=O)n(C)c(=O)n2C (stereo not drawn),1%[99.4 µM],·,·
CCCC(C)(COC(N)=O)COC(N)=O,-20%,·,·

# High-throughput results deposited in PubChem BioAssay by National Center for Advancing Translational Sciences (NCATS).
